# High-throughput results deposited in PubChem BioAssay by National Center for Advancing Translational Sciences (NCATS).
# GAA glycogen = alters human alpha-glucosidase cleavage of glycogen; Potency, µM (series often up to 76.4 µM), for inactives: top-dose activity change, negative = inhibition, usual class: inhibitors; recombinant GAA, glycogen substrate, Amplex Red glucose oxidase fluorescence; hit rate 0.38% among 300,000; P10253;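 note: 0% = full enzyme reaction and -100% = no-enzyme basal signal; the screen sought inhibitors and activators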
#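 Recombinant enzyme (4 nM final) with compounds titrated up to 77 uM and bovine liver glycogen (30 ug) in citrate pH 5.0, 0.01% Tween-20, 37 C 40 min. Released glucose detected by Amplex Red/glucose oxidase (Ex 573/Em 610); AC50 from Hill fits.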
# SMN2 splice enh = enhancers of SMN2 splice variant expression | HEK293 SMN2-luciferase splicing reporter, luminescence, 30-36 h | Potency, µM (top dose mostly 46.1 µM), for the others: at the top dose activity change, positive = activation, most hits filed as activators | hit rate 2.8% among 210,000 | AID 1458; note: % of control where 0% means no effect; nearly all actives have a fitted effect of over 55% in size
#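 HEK293 cells carry an SMN2 minigene-luciferase reporter in which exon 7 inclusion puts luciferase in frame. Cells were seeded at 2000 cells/well, attached for 10-12 hours, then exposed to compounds for 30-36 hours at 37C before ONE-Glo luminescence.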
# aGal spleen mod = inhibitors or activators of human alpha-galactosidase in spleen homogenate; P06280; human spleen homogenate, 4MU-alpha-Gal fluorescence, 40 min; Potency, µM (titrated, usually from 80 µM), inactives show at the top dose activity change, negative = inhibition, actives largely listed as inhibitors; hit rate 0.008% among 240,000; AID 2107;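 note: 0% = enzyme with vehicle and -100% = no enzyme basal signal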
#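 qHTS titration in buffer at pH 5.0. Alpha-galactosidase activity in spleen homogenate was measured via 4-methylumbelliferone release from 1 mM fluorogenic substrate after 40 min at 37C and a pH 10 stop. AC50 came from Hill fits of control-normalized data.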
# JMJD2E inh = inhibitors of human JMJD2E histone demethylase | B2RXH2 | JMJD2E catalytic domain, FDH-coupled NADH fluorescence (FDH is formaldehyde dehydrogenase) | Potency, µM (doses to about 57.1 µM), for inactives: top-dose activity change, negative = inhibition, most hits filed as inhibitors | hit rate 1.6% among 230,000; active = well fitted inhibition curve with a large enough effect, not every such curve was filed as active; inconclusive = small, poorly fitted or top-dose-only effect, or another doubt; inactive = no such curve, though single readings can be large or run the other way;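 note: 0% = wells with enzyme and -100% = buffer wells without enzyme; nearly all actives have a fitted effect of over 50% in size; many of its hits are not listed in these tables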
# Target sequence (B2RXH2 1-337 limits assumed): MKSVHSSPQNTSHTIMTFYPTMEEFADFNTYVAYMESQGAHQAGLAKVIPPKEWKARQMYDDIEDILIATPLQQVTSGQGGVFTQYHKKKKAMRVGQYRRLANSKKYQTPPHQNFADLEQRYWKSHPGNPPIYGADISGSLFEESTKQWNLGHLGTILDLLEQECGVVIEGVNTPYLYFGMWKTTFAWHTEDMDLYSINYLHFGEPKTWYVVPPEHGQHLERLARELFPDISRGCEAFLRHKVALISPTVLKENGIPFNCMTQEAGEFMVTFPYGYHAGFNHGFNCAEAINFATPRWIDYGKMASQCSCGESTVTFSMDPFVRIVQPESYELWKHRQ
# GAA inh = blocks human lysosomal alpha-glucosidase; purified human GAA, 4-MU-alpha-glucoside fluorescence; hit rate 0.005% among 200,000; AID 1466; P10253; Potency, µM (titrated, usually from 76.9 µM), for the others: at the highest dose activity change, negative = inhibition, actives largely listed as inhibitors;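 note: plate controls were uninhibited enzyme wells for no effect and no-enzyme background for full effect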
#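 Human enzyme at 4 nM with 400 uM 4-methylumbelliferyl-alpha-D-pyranoside, citrate/phosphate buffer pH 5.0, 0.005% Tween-20, 20 min at room temperature. Compounds up to 77 uM. 4-MU fluorescence (Ex 365/Em 440) read after NaOH/glycine stop; AC50 from Hill fit.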
# ALDH1A1 block = inhibitors of human aldehyde dehydrogenase 1A1; hit rate 7.3% among 220,000; Potency, µM (highest dose often 75.3 µM), for inactives: at the highest dose activity, negative = inhibition, usual class: inhibitors; Purified ALDH1A1, NADH fluorescence, propionaldehyde substrate; active = well fitted inhibition curve with a large enough effect, not every such curve was filed as active; inconclusive = small, poorly fitted or top-dose-only effect, or another doubt; inactive = no such curve, though single readings can be large or run the other way;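 note: plate controls were no enzyme wells and a reference inhibitor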
# Target sequence (P00352 whole entry, looked up): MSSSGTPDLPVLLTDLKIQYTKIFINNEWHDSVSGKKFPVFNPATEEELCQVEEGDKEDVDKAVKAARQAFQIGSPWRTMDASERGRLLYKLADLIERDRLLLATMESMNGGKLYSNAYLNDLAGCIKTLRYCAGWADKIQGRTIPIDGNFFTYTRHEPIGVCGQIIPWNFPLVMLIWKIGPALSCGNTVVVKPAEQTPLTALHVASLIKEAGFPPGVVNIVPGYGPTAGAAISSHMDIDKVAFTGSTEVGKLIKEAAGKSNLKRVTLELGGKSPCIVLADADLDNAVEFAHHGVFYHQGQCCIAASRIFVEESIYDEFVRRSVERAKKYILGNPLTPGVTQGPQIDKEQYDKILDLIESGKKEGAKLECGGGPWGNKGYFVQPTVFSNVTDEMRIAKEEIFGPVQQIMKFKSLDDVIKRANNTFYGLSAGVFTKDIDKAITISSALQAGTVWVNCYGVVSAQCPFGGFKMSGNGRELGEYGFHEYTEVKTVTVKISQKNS
# aGlu spleen mod = inhibits or activates alpha-glucosidase in human spleen homogenate | AID 2112 | human spleen homogenate, 4-MU-alpha-glucoside fluorescence | hit rate 0.006% among 240,000 | P10253 | Potency, µM (series often up to 79.9 µM), for inactives: at the highest dose activity change, negative = inhibition, usual class: inhibitors;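 note: 0% = enzyme with vehicle and -100% = no enzyme basal signal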
#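 Human spleen homogenate (1 ug) incubated with compounds and 1 mM 4-methylumbelliferyl-alpha-D-glucopyranoside in pH 5.0 citrate/phosphate buffer, 37 C, 40 min. Stopped at pH 10; 4-MU fluorescence (Ex 365/Em 440 nm); AC50 by Hill fit.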
# GoLoco inh red = RGS12 GoLoco-Gai1 interaction inhibition; Potency, µM (top dose mostly 61.6 µM), without a hit: at the top dose activity, negative = inhibition, usual class: inhibitors; hit rate 0.44% among 230,000; P63096; Gai1:RGS12 GoLoco peptide FP, rhodamine, 10 min; active = well fitted inhibition curve with a large enough effect, not every such curve was filed as active; inactive = no such curve, though single readings can be large or run the other way; note: % is set by controls: 0 for no effect and ±100 for the full control effect; nearly all actives have a fitted effect of over 30% in size; many of its hits are not listed in these tables
# An asterisk follows results filed as active; ? = inconclusive; / = no result given; [ ] = remark or other dose. Unless noted, calls come from the whole dose curve; as a rule, active = well fitted curve in the direction sought with a large enough effect; inconclusive = small, poorly fitted or top-dose-only effect, or another doubt; inactive = no such curve, though single readings can be large; an effect the other way counts as inactive or inconclusive. Potency is the fitted concentration of half-maximal effect. This is a subset. The share of hits here may be higher or lower than overall.
# The opening 16 compounds (preview)
# Values run as follows: GAA glycogen | SMN2 splice enh | aGal spleen mod | JMJD2E inh | GAA inh | ALDH1A1 block | aGlu spleen mod | GoLoco inh red
1: N/C(=N\c1nc2ccccc2o1)NC(=O)c1ccccc1NC(=O)c1ccccc1
→ 0% | 25% | -1% | ? | 3% | -14% | -3% | 4%
2: CSc1nnc(-c2sccc2OCc2ccccc2)n1C
→ 1% | 3% | 13% | 0% | -4% | 9% | 4% | -1%
3: CCOCCCNC(=O)C1CCCN(S(=O)(=O)CC)C1 (configuration not stated)
→ -4% | -10% | 3% | 10% | 0% | 4% | -4% | 9%
4: COc1ccccc1C(=O)N/C(=C\c1ccc(Br)cc1)C(=O)N1CCCC1
→ -1% | / | -3% | -7% | / | / | 0% | -1%
5: CO/N=C\C(=N\Nc1ccc(OC)cc1)C(=O)c1ccccc1
→ -6% | 8% | 4% | 1% | -7% | ? | -4% | 2%
6: CC1(c2nnc(-c3ccccc3)o2)CC(c2ccncc2)=NO1 (configuration not stated)
→ 3% | / | -2% | 6% | / | / | -1% | 6%
7: COc1ccc(C(=O)Nc2cccc(-c3cc4ccccc4oc3=O)c2)cc1[N+](=O)[O-]
→ -1% | -18% | 5% | 5% | -4% | ? | -2% | 4%
8: O=C(O)CN1C(c2ccccc2O)Nc2ccc(Br)cc2C1c1ccccc1 (configuration not stated)
→ -16% | / | 3% | -13% | -13% | 3% | 2% | 20%
9: CCOc1ccc(CSC(=N)N)cc1Cl
→ 1% | / | 6% | 0% | / | / | 4% | 2%
10: COc1ccc(CC(=O)N/N=C(\C)c2ccccn2)cc1
→ 4% | -80%[inhibitor] | 2% | ? | 0% | 1% | 14% | 3%
11: O=C(NCCc1cccs1)C1CC1
→ -2% | / | 6% | 3% | / | / | -7% | -4%
12: COc1c(O)ccc(/C=C(\C#N)c2nc3ccccc3[nH]2)c1[N+](=O)[O-]
→ 3% | 18% | -9% | ? | -4% | -1% | -3% | 0%
13: O=C(COC(=O)CNS(=O)(=O)c1cccc(Br)c1)NC(=O)Nc1ccc2c(c1)OCCO2
→ 2% | ? | 0% | -1% | -4% | -11% | 8% | 2%
14: COc1ccc(Cn2c(C)nc3c(c(=O)c4ccccc4n3C)c2=O)cc1
→ 3% | / | -9% | -29% | 1% | -1% | -1% | 20%
15: COc1ccc(NS(=O)(=O)c2ccc(Cl)s2)cn1
→ 0% | / | -4% | -26% | / | / | 5% | 14%
16: CC(=O)c1c(C)oc2c1cc(O)c1ccccc12
→ ? | / | 7% | 11% | / | / | 3% | 4%

# The listing, repeating the preview:
# Values run as follows: GAA glycogen | SMN2 splice enh | aGal spleen mod | JMJD2E inh | GAA inh | ALDH1A1 block | aGlu spleen mod | GoLoco inh red
1: N/C(=N\c1nc2ccccc2o1)NC(=O)c1ccccc1NC(=O)c1ccccc1
→ 0% | 25% | -1% | ? | 3% | -14% | -3% | 4%
2: CSc1nnc(-c2sccc2OCc2ccccc2)n1C
→ 1% | 3% | 13% | 0% | -4% | 9% | 4% | -1%
3: CCOCCCNC(=O)C1CCCN(S(=O)(=O)CC)C1 (configuration not stated)
→ -4% | -10% | 3% | 10% | 0% | 4% | -4% | 9%
4: COc1ccccc1C(=O)N/C(=C\c1ccc(Br)cc1)C(=O)N1CCCC1
→ -1% | / | -3% | -7% | / | / | 0% | -1%
5: CO/N=C\C(=N\Nc1ccc(OC)cc1)C(=O)c1ccccc1
→ -6% | 8% | 4% | 1% | -7% | ? | -4% | 2%
6: CC1(c2nnc(-c3ccccc3)o2)CC(c2ccncc2)=NO1 (configuration not stated)
→ 3% | / | -2% | 6% | / | / | -1% | 6%
7: COc1ccc(C(=O)Nc2cccc(-c3cc4ccccc4oc3=O)c2)cc1[N+](=O)[O-]
→ -1% | -18% | 5% | 5% | -4% | ? | -2% | 4%
8: O=C(O)CN1C(c2ccccc2O)Nc2ccc(Br)cc2C1c1ccccc1 (configuration not stated)
→ -16% | / | 3% | -13% | -13% | 3% | 2% | 20%
9: CCOc1ccc(CSC(=N)N)cc1Cl
→ 1% | / | 6% | 0% | / | / | 4% | 2%
10: COc1ccc(CC(=O)N/N=C(\C)c2ccccn2)cc1
→ 4% | -80%[inhibitor] | 2% | ? | 0% | 1% | 14% | 3%
11: O=C(NCCc1cccs1)C1CC1
→ -2% | / | 6% | 3% | / | / | -7% | -4%
12: COc1c(O)ccc(/C=C(\C#N)c2nc3ccccc3[nH]2)c1[N+](=O)[O-]
→ 3% | 18% | -9% | ? | -4% | -1% | -3% | 0%
13: O=C(COC(=O)CNS(=O)(=O)c1cccc(Br)c1)NC(=O)Nc1ccc2c(c1)OCCO2
→ 2% | ? | 0% | -1% | -4% | -11% | 8% | 2%
14: COc1ccc(Cn2c(C)nc3c(c(=O)c4ccccc4n3C)c2=O)cc1
→ 3% | / | -9% | -29% | 1% | -1% | -1% | 20%
15: COc1ccc(NS(=O)(=O)c2ccc(Cl)s2)cn1
→ 0% | / | -4% | -26% | / | / | 5% | 14%
16: CC(=O)c1c(C)oc2c1cc(O)c1ccccc12
→ ? | / | 7% | 11% | / | / | 3% | 4%
17: Cc1cccc(C(=O)Nc2cc(OCc3cccc(F)c3)c(Cl)cc2Cl)c1
→ -2% | 5% | -11% | ? | ? | -6% | -22% | 4%
18: CC1(C)Oc2ccc3ccc(=O)oc3c2/C(=C/Nc2ccc(O)cc2)C1=O
→ -10% | / | 0% | -4% | 8% | -5% | -5% | 12%
19: COC(=O)N1CCC[C@@]2(CCN(C(=O)Nc3ccc(OC)cc3)C2)C1
→ / | 2% | -2% | / | / | 4% | 6% | 59%[activator]
20: c1ccc(CNc2ncncc2-c2ccc3c(c2)OCO3)cc1
→ / | / | -2% | / | / | ? | 2% | -8%
21: CCOCC(O)CNc1ccccc1 (configuration not stated)
→ 2% | -9%[1.84 µM] | 6% | 0% | 0% | 11% | 3% | 6%
22: CCN(C(=O)COC(=O)c1cc(-c2ccccc2)nn1-c1ccccc1)C1CCS(=O)(=O)C1 (configuration not stated)
→ 3% | 8% | -3% | 4% | -2% | -14% | 2% | 3%
23: O=C(NC1CCCC1)C(c1ccncc1)N(Cc1ccco1)C(=O)c1ccc(-c2ccccc2)[nH]1 (configuration not stated)
→ -10% | 15% | -2% | ? | -5% | ? | 0% | 10%
24: C[C@@]12CCC=C[C@H]1[C@H](c1ccc3ccccc3c1/C=C/c1ccccc1)N(Cc1ccccc1)C2=O
→ -1% | / | 0% | ? | / | / | -11% | 7%
25: COc1ccc(NC(=O)c2cc3c(s2)CCC3)cc1S(=O)(=O)N1CCOCC1
→ -4% | -50%[inhibitor] | -7% | -3% | 0% | 0.56µM* | -8% | 9%
26: CC(C)Sc1nc(-c2cccs2)nc2c1c(=O)n(C)c(=O)n2C
→ -10% | / | 4% | ? | / | 11% | -6% | -3%
27: C=CCOC(=O)C1=C[C@H](c2ccccc2)[C@@H](CCCO)[C@H](OCC)O1
→ -11% | / | 23% | 0% | / | -1% | -11% | 12%
28: Cc1ccc(C2C3C(=O)N(c4ccc(C)cc4)C(=O)C3N3CCCN23)cc1 (configuration not stated)
→ ? | / | -11% | -3% | / | / | -5% | -11%
29: O=c1[nH]c2ccccc2n1C1=CCNCC1
→ -6% | / | 1% | 33%[activator] | / | / | 0% | 1%
